UHRF1 MBD2 ctr = UHRF1 methylated DNA binding inhibitors, primary screen, counter-screen for MBD2 inhibitor project, biochemical, TR-FRET, human UHRF1, single concentration; UHRF1 binding to methylated oligo; inhibition, % at 4.4 µM; 0.75% of 370,000 active; AID 687016, 2013; in the data active = inhibition above about 21%;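 also: UHRF1 SRA domain binding a hemimethylated CpG hairpin DNA probe; 0% = median of test compound wells and 100% = reference inhibitor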
MBD2 DNA inh = inhibitors of MBD2 binding to methylated DNA, primary screen, biochemical, TR-FRET, DNA-binding domain, human | MBD2 binding to methylated oligonucleotide | 0.31% of 370,000 active | inhibition, % at 4.4 µM | Methyl-CpG-binding domain protein 2 (Homo sapiens), Q9UBB5; in the data active = inhibition above about 13%
LEDGF integ inh = blockers of LEDGF/p75-dependent integrase strand transfer – biochemical, TR-FRET, high throughput, primary screen; HIV-1 integrase (with human LEDGF/p75); TR-FRET IN-LEDGF/p75 DNA integration, Eu/Cy5; inhibition, % at 3.7 µM; 0.64% of 370,000 active; AID 743269, 2014;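 active = inhibition above the screen-wide mean plus 3 SD, cut at about 13% in these data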;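 also: signal is the Cy5 over europium emission ratio at 671 and 618 nm; 0% = plate median of compound wells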
proKLK7 act = proKLK7 zymogen activators, primary screen, biochemical, fluorescence intensity | Kallikrein-7 (Homo sapiens), P49862 | purified proKLK7, EDANS-DABCYL substrate fluorescence; 100% is mature enzyme control, 0% vehicle | activation, % at 7 µM | AID 652039, 2013 | 0.9% of 370,000 active;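 active = activation above the mean of all tested compounds plus 3 SD, computed per campaign excluding outliers beyond control limits, cut at about 13% in these data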
Target sequence (P49862 whole entry, looked up): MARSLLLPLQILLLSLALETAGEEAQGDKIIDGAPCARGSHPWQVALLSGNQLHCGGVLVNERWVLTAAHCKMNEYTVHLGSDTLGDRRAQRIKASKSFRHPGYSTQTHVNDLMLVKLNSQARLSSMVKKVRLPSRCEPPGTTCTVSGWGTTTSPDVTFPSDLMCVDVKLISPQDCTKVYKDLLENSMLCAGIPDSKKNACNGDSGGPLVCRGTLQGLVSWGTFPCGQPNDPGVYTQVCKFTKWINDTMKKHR
DDE Tn6 FP inh = inhibitors of Tn6 peptide binding to fibrin DD(E), primary screen, biochemical, fluorescence polarization, human fibrin, Tn6 probe. Fibrinogen beta chain (Homo sapiens), P02675. Fibrin DD(E) TRITC-Tn6 fluorescence polarization displacement. inhibition, % at 8.3 µM. 0.21% of 370,000 active. AID 720509, 2013;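 active = inhibition above a per-campaign cutoff: mean of compounds within control limits plus 3 SD, cut at about 15% in these data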;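 also: 0% = median of all compound wells on the plate and 100% = blocking peptide control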
SIAE primary = human SIAE inhibitors, primary screen, biochemical, fluorescence polarization, FP-Rh probe, 1536-well HTS; 0.69% of 370,000 active; SIAE FP-Rh probe binding; inhibition, % at 9.66 µM; Sialate O-acetylesterase (Homo sapiens), Q9HAT2;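 active = inhibition above a cutoff: mean of compounds within the control limits plus 3 SD of those, cut at about 17% in these data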;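 also: 0% = plate median of compound wells and 100% = probe without SIAE protein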
TDP2 absorb = human TDP2 enzyme inhibitors, primary screen, biochemical, epi absorbance, recombinant enzyme. Tyrosyl-DNA phosphodiesterase 2 (Homo sapiens), O95551. T5PNP hydrolysis, p-nitrophenol absorbance 415 nm. inhibition, % at 12.8 µM. 0.34% of 370,000 active. AID 720702, 2013;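 active = inhibition above the mean of all tested compounds plus 3 SD, set per campaign, cut at about 25% in these data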;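 also: 0% = DMSO with enzyme and 100% = buffer with substrate but no TDP2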
Target sequence (O95551 whole entry, looked up): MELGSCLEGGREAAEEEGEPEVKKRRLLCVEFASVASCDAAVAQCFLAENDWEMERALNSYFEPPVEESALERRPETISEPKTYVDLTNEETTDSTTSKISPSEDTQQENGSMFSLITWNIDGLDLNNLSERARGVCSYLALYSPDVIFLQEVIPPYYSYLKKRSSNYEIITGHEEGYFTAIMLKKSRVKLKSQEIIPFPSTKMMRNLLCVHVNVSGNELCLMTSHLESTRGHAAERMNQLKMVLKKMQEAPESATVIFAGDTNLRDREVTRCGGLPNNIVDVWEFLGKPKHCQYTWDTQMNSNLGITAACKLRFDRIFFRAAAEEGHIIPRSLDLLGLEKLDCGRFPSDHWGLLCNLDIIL
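Assay system: recombinant human TDP2 / Reagent: T5PNP substrate at 5 mM, a TopII-DNA adduct mimic / Measured by: epi absorbance from released p-nitrophenol / Evaluation: % inhibition relative to enzyme-containing and enzyme-free wells / Control set: enzyme-free and DMSO wells / Replicates: each compound tested once, singlicate / Schedule: enzyme reaction with compound for 2 h at 37 °C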
PRMT1 inh = PRMT1 methyltransferase inhibitors, primary screen, biochemical, fluorescence polarization; 1.3% of 370,000 active; Protein arginine N-methyltransferase 1 (Homo sapiens), Q99873; recombinant PRMT1, activity-based probe fluorescence polarization; AID 652257, 2013; inhibition, % at 2.79 µM;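 active = inhibition above about 21% made by adding two undisclosed values, limit read from the data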
Target sequence (Q99873 whole entry, looked up): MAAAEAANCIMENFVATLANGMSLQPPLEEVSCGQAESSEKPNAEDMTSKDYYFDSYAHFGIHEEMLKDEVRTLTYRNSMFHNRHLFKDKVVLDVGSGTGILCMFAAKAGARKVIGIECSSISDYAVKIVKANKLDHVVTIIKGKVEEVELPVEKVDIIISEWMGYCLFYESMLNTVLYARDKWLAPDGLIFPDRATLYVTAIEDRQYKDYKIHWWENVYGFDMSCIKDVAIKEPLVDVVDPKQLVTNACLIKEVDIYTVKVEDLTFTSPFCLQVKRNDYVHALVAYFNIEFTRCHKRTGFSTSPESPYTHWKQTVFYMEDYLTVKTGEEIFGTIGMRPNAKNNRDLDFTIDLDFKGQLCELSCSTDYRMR
TCR CD3 inh = inhibitors of human TCR-CD3 interaction, primary screen, biochemical, fluorescence, TAMRA-labeled TCR probe. 0.37% of 360,000 active. AID 651800, 2012. inhibition, % at 9.4 µM. T-cell receptor (TCR); in the data active = inhibition above about 19%;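 also: recombinant mutant TCR 2C K166C tagged with TAMRA read by polarization; 0% = receptor in buffer alone and 100% = receptor with positive control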
Tn7 DDE FP = inhibitors of Tn7 peptide binding to fibrin DD(E), primary screen, biochemical, fluorescence polarization, human fibrin, Tn7 probe | FP displacement of FITC-Tn7 peptide from fibrin DD(E); 0% = median of compound wells per plate | inhibition, % at 8.3 µM | Fibrinogen beta chain (Homo sapiens), P02675 | 0.13% of 370,000 active;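 active = inhibition above the mean of compounds falling within the control limits plus 3 SD of them, cut at about 14% in these data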;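 also: 0% = plate median of compound wells and 100% = 10 µM Aha-Tn7 peptide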
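Test system – human fibrin DD(E) · Times – 10 min preincubation, 3 h with tracer, room temperature · Detection – fluorescence polarization of the labelled Tn7 tracer · Measure – percent inhibition normalized to high-control wells · Benchmarks – high control wells with 10 µM unlabelled Aha-Tn7 peptide (full inhibition) · Repeats – singlicate testing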
* marks the source's active call; other numbers are inactive results; · = no result given. An unsorted share of the library. About 4.6% of those tested had a hit in this group.

Molecule,proKLK7 act,Tn7 DDE FP,MBD2 DNA inh,PRMT1 inh,LEDGF integ inh,DDE Tn6 FP inh,UHRF1 MBD2 ctr,TCR CD3 inh,TDP2 absorb,SIAE primary
Cc1nnc(NC(=O)CN2CC(C)OC(C)C2)s1 (stereo unspecified),-0.7,6.8,3.9,3.0,-0.6,-2.6,0.7,-6.5,-6.5,-2.9
Cc1ccccc1Nc1nc(-c2ccccc2)c(C(=O)Nc2cccnc2)s1,3.0,-4.2,-2.3,0.4,2.8,0.6,-5.7,8.1,-3.5,1.0
O=C(Nc1ccccc1C(F)(F)F)c1ncn[nH]1,-0.3,-6.5,-0.2,0.3,-1.1,0.6,0.5,-2.7,5.9,3.6
COC(=NC(C)C)NC(C)C,0.3,4.6,-0.8,-1.1,-0.2,-12.0,-0.2,-4.9,0.4,-0.9
Cc1cccc(N2C(=O)CC(N3CCN(c4ccccc4)CC3)C2=O)c1 (stereo unspecified),-0.5,2.3,5.7,8.1,-2.5,-5.9,1.5,7.6,3.4,14.1
O=C(C1CC(=O)N(C2CCCC2)C1)N1CCN(c2cccc(C(F)(F)F)c2)CC1 (stereo unspecified),0.6,-1.9,-2.8,4.0,-3.2,6.6,-1.5,-4.6,-7.5,3.5
COc1cc(NC(=O)COc2cccc(OC)c2)cc(OC)c1,0.3,-0.1,7.4,1.7,-3.7,-3.9,1.7,-11.4,-13.7,-10.2
O=C(NCC1CC1)c1onc(CSc2ccc(F)c(F)c2)c1C(=O)NCC1CC1,0.1,4.1,-5.5,-0.8,0.7,1.1,-4.9,9.4,-7.8,1.2
COc1ccccc1/C=C/C(=O)/C=C/c1ccccc1O,-0.3,11.2,-4.7,7.8,-1.0,-2.4,-0.9,3.6,-0.2,-8.6
O=C(c1ccc(COc2c(F)c(F)c(F)c(F)c2F)o1)N1CCN(Cc2ccc3c(c2)OCO3)CC1,-0.1,4.7,3.1,-0.3,-0.8,3.7,-1.3,6.0,-0.6,-2.2
Cc1scc(C(=O)N/N=C/c2ccco2)c1C,0.1,-6.8,1.1,2.2,-0.1,-1.2,0.1,-4.5,4.3,-1.6
C[C@H]1COC(=O)[C@H](Cc2ccc(F)cc2)C/C=C\C[C@@H](CC(=O)N(CCO)Cc2ccccc2)C(=O)N1,0.9,-0.4,0.3,2.1,3.8,-6.6,11.3,1.0,-0.4,-7.0
O=C(NCCCN1CCOCC1)c1cc2ccccc2cc1O,-16.9,6.1,-0.4,0.6,-4.0,-6.0,-5.8,9.1,3.6,6.8
CCOc1cc2c(cc1O)CCC1C2CCC2(C)C(O)CCC12 (stereo unspecified),0.1,4.4,0.1,-1.0,-2.3,6.0,0.0,-0.2,0.7,4.2
O=C(Nc1ccccc1Oc1ccsc1C(=O)O)c1ccccc1F,-0.7,3.9,-3.0,-2.3,6.0,1.3,-1.2,-2.1,0.5,1.0
COc1nnc(-c2ccc(C)c(S(=O)(=O)N(C)C)c2)c2ccccc12,0.2,-10.4,1.1,-0.4,-5.1,-7.0,2.6,-1.8,9.5,-7.0
O=C(C1=C[C@@H](C2CCCCC2)C[C@@H](OCc2ccc(CO)cc2)O1)N1CCOCC1,0.5,4.6,5.4,2.1,0.3,2.0,-1.0,2.7,-6.3,-3.0
COCCNc1nnc(SCC(=O)NNC(=O)c2ccc([N+](=O)[O-])cc2)s1,-0.6,-4.6,-0.6,-3.2,0.9,2.7,-4.7,3.1,11.2,12.1
COCCNC(=O)C1CCCN(C(=O)c2cc(C)n(C(C)(C)C)n2)CC1 (stereo unspecified),0.1,-6.8,0.8,5.2,-0.9,-0.3,1.9,-3.9,9.9,3.0
CC(NC(=O)Cc1cccs1)c1ccncc1 (stereo unspecified),-0.3,-1.4,-2.5,-1.8,-1.9,2.7,0.6,4.6,6.9,2.0
CC1CCCCC12NC(=O)N(CC(=O)Nc1ccc(Cl)c(S(=O)(=O)N3CCOCC3)c1)C2=O (stereo unspecified),-0.4,9.1,2.3,0.2,-4.3,7.4,-1.7,0.7,9.6,2.9
CCOC(=O)Cc1c(C)nc(SC)[nH]c1=O,0.6,-0.6,2.5,-4.3,1.2,-0.9,0.8,11.7,-1.1,-3.9
O=C(Nc1ccccc1)N1CCn2c1nc1ccccc12,-0.1,1.6,-5.8,-1.0,-0.4,3.0,-2.8,-5.0,0.6,1.0
COc1ccc(N2CCN(C(=O)CNC(=O)c3ccc4ccccc4c3)CC2)cc1,0.0,0.6,-2.4,-0.4,-0.5,4.7,-1.9,0.6,-13.2,3.4

Reprinted from the listing (five entries):
Molecule,proKLK7 act,Tn7 DDE FP,MBD2 DNA inh,PRMT1 inh,LEDGF integ inh,DDE Tn6 FP inh,UHRF1 MBD2 ctr,TCR CD3 inh,TDP2 absorb,SIAE primary
COCCNc1nnc(SCC(=O)NNC(=O)c2ccc([N+](=O)[O-])cc2)s1,-0.6,-4.6,-0.6,-3.2,0.9,2.7,-4.7,3.1,11.2,12.1
COCCNC(=O)C1CCCN(C(=O)c2cc(C)n(C(C)(C)C)n2)CC1 (stereo unspecified),0.1,-6.8,0.8,5.2,-0.9,-0.3,1.9,-3.9,9.9,3.0
CC(NC(=O)Cc1cccs1)c1ccncc1 (stereo unspecified),-0.3,-1.4,-2.5,-1.8,-1.9,2.7,0.6,4.6,6.9,2.0
CC1CCCCC12NC(=O)N(CC(=O)Nc1ccc(Cl)c(S(=O)(=O)N3CCOCC3)c1)C2=O (stereo unspecified),-0.4,9.1,2.3,0.2,-4.3,7.4,-1.7,0.7,9.6,2.9
CCOC(=O)Cc1c(C)nc(SC)[nH]c1=O,0.6,-0.6,2.5,-4.3,1.2,-0.9,0.8,11.7,-1.1,-3.9

The listing continues:
Molecule,proKLK7 act,Tn7 DDE FP,MBD2 DNA inh,PRMT1 inh,LEDGF integ inh,DDE Tn6 FP inh,UHRF1 MBD2 ctr,TCR CD3 inh,TDP2 absorb,SIAE primary
COc1ccc(OCc2nnc(SCC(=O)N3CCCC3)o2)cc1,-0.4,1.9,0.4,1.6,-3.4,2.0,-0.1,-5.3,11.0,5.9
CCC(=O)N1CCCC(C(=O)NS(=O)(=O)c2cc(C)c(Cl)cc2C)CC1 (stereo unspecified),-0.5,0.5,8.1,6.5,-1.2,-2.4,3.6,-1.0,0.1,-2.3
COC(=O)NNC(=O)c1ccccc1OC,0.2,-2.4,0.8,1.3,-7.0,-8.1,2.5,-7.2,1.2,-1.0
CC/C(C)=N\NC(=O)CNC(=O)c1ccc(Cl)cc1Cl,0.9,0.6,-2.6,3.0,-5.2,3.7,4.0,-0.5,-12.0,-1.0
O=S(=O)(c1ccc(NCCCO)nc1)N1CCOCC1,0.4,4.8,1.1,-2.3,1.6,-7.9,-3.0,2.7,-2.6,-0.4
CCN(CC(=O)Nc1ccccc1OC)C(=O)/C=C/c1cccs1,0.2,-3.2,-8.4,-1.2,0.0,1.2,-2.2,4.1,0.9,2.8
COCc1cc(C)nc(Nc2ccccc2OC)c1C#N,0.2,5.2,2.5,3.5,-0.8,4.0,3.6,3.0,-9.7,-1.1
COc1ccccc1/C=C/C1(C(=O)NC2CCCC2)CC(=O)N1c1ccccc1 (stereo unspecified),0.0,-0.4,-2.4,-1.1,3.2,-2.9,-3.4,3.5,6.4,0.7
O=C(NC12CC3CC(CC(C3)C1)C2)N1CC2Cc3cccc(=O)n3C(C2)C1 (stereo unspecified),-0.7,5.9,2.8,0.9,1.7,-0.2,1.5,-7.3,4.8,0.2
COC(=O)[C@]12C[C@H](CC(=O)NCCc3ccccc3OC)C(=O)N(Cc3ccco3)C1=C[C@H](C(C)C)O[C@@H]2C1CC1,0.7,4.0,0.1,-1.4,-0.4,-8.9,3.8,·,-1.8,0.3
CCCn1nc(CC(=O)OCC)c2ccccc2c1=O,-0.4,7.4,3.3,2.9,-0.5,0.9,1.7,-2.2,-4.9,-1.5
O=C(NC(Cc1ccccc1)C(=O)O)/C(=C/c1ccc([N+](=O)[O-])cc1)NC(=O)c1ccccc1 (stereo unspecified),0.6,-0.1,-0.8,-0.9,3.3,1.6,-4.0,5.9,9.8,2.5

Arranged by value in SIAE primary (highest first): 3 from the list above.
Structure	SIAE primary
CCN(CC(=O)Nc1ccccc1OC)C(=O)/C=C/c1cccs1	2.8
COc1ccccc1/C=C/C1(C(=O)NC2CCCC2)CC(=O)N1c1ccccc1 (stereo unspecified)	0.7
COC(=O)NNC(=O)c1ccccc1OC	-1.0

Next structures
Molecule,proKLK7 act,Tn7 DDE FP,MBD2 DNA inh,PRMT1 inh,LEDGF integ inh,DDE Tn6 FP inh,UHRF1 MBD2 ctr,TCR CD3 inh,TDP2 absorb,SIAE primary
Nc1[nH]c(C(=O)c2ccccc2)c(-c2cccc3ccccc23)c1C(=O)NCc1ccc(F)c(F)c1,0.6,0.8,-3.5,0.4,-0.7,-0.5,-4.4,-3.9,7.5,-9.4
CCOC(=O)CN1N=C(/C=C/c2ccc(OCC)cc2)CCC1=O,0.9,8.7,3.0,1.3,-3.6,3.5,2.7,-9.4,2.0,-2.0
CCN(CC(=O)NCc1cccs1)C(=O)c1cccc(S(=O)(=O)N2CCc3ccccc32)c1,0.2,4.0,-2.6,-2.3,2.1,4.3,-0.4,0.9,2.4,5.2
CCCN(CCC)C(=O)Cn1c(=O)n(CCCC(=O)NCc2ccco2)c(=O)c2sccc21,0.3,2.8,-1.7,-3.3,-4.2,11.2,-0.7,9.2,2.7,-1.7
O=C(CN1C(=O)c2cccc([N+](=O)[O-])c2C1=O)N1CCc2ccccc2C1,0.5,1.9,-4.4,-1.0,3.0,4.5,-3.3,2.3,12.5,-4.1
O=C(CNC(=O)c1ccc(-c2ccccc2)cc1)OCc1ccc(Cl)cc1,0.1,7.3,6.3,-0.1,0.3,-4.6,5.8,1.0,-3.8,-1.8
Cc1ccc(CNC(=O)C2CC3Cn4c(nc5cc(C)c(C)cc54)C3N2C)o1 (stereo unspecified),-0.1,-5.3,2.0,6.9,3.7,-7.0,3.0,-4.8,-5.8,3.9

High-throughput results from PubChem.
